Source: PubChem (several laboratories)
Rv3671c inh: Rv3671c (M. tuberculosis) protease inhibition; inhibition, % at 5.96 µM; 320,000 compounds, 0.048% hits; in the data active means inhibition above about 38%;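 further: extracellular domain of Rv3671c used as enzyme; 0% = enzyme with DMSO and 100% = no enzyme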
Target sequence (P9WHR9 whole entry, looked up, the tested form may be a part): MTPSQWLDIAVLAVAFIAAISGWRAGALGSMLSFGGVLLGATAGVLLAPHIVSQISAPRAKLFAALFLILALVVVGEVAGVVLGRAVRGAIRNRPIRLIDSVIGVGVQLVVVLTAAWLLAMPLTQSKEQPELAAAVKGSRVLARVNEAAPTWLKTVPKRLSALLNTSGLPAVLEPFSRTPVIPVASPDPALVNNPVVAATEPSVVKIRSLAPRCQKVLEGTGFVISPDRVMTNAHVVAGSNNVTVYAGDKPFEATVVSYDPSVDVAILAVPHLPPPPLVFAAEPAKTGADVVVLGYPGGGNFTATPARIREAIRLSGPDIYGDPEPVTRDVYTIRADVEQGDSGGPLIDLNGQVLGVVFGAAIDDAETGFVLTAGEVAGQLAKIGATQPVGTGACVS
MazF activator: MazEF (E. coli) toxin RNase activation | P0AE70 | FAM/BHQ RNA-DNA oligo cleavage fluorescence, 5 h | activation, % at 20 µM | 350,000 compounds, 0.32% hits | AID 504720; in the data active means activation above about 50%
Target sequence (P0AE70 whole entry, looked up): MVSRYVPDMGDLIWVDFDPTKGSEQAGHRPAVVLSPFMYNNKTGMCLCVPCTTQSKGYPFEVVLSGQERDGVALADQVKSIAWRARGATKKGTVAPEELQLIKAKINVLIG
BoNT-F LC inh: BoNT F light chain protease inhibition. inhibition, % at 10 µM. 360,000 compounds, 0.22% hits. AID 588497. Multiplex microsphere protease cleavage assay, flow cytometry; in the data active means inhibition above about 35%, passing the limit was not always enough; inconclusive means no clear call, values can overlap the other calls; further: plate controls were buffer without enzyme for full effect and enzyme alone for no effect
GDH-TPI counter: inhibits GDH-TPI coupling enzymes, artifact for Mtb FBA screen. GDH-TPI coupled enzyme counterscreen, NADH absorbance. inhibition, % at 4.8 µM. 360,000 compounds, 1.2% hits;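 further: 0% = DMSO wells and 100% = wells lacking the enzyme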
VHR inh abs: blocks human VHR1 dual specificity phosphatase; P51452; recombinant VHR phosphatase, pNPP absorbance; inhibition, % at 13.3 µM; 290,000 compounds, 0.52% hits; in the data active means inhibition above about 50%; further: some compounds called inactive have numbers as strong as hits
Target sequence (P51452 whole entry, looked up): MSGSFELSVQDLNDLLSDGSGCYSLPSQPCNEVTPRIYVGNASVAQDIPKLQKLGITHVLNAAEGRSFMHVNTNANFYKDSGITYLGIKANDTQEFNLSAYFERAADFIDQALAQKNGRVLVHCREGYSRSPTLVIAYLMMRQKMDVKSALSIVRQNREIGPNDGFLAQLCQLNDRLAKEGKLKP
FadD28 FP inh: blocks FadD28 binding to the bisubstrate probe; fluorescence polarization; inhibition, % at 12.5 µM; 360,000 compounds, 0.22% hits; in the data active means inhibition above about 8.5%, passing the limit was not always enough; inconclusive means no clear call, values can overlap the other calls
CCHFV vOTU inh: blocks the CCHF virus ovarian tumor domain protease; CCHFV vOTU protease, Pep-AMC fluorescence; inhibition, % at 11.5 µM; 370,000 compounds, 0.55% hits; AID 651958; further: 0% = vehicle wells with enzyme and 100% = no enzyme wells
UGM FP inh: Mtb UDP-galactopyranose mutase inhibition. P9WIQ1. purified UGM, fluorescence polarization probe displacement. inhibition, % at 10 µM. 320,000 compounds, 0.06% hits. AID 504406; in the data active means inhibition above about 10%, passing the limit was not always enough; inconclusive means no clear call, values can overlap the other calls
Mtb BioA inh: inhibitors of Mycobacterium tuberculosis BioA enzyme | purified M. tuberculosis BioA enzyme, plate reader | inhibition, % at 9.99 µM | 360,000 compounds, 0.096% hits; in the data active means inhibition above about 40%; inconclusive means no clear call, values can overlap the other calls
FBA Mtb inh: Mtb fructose-bisphosphate aldolase inhibition | P9WQA3 | purified M. tuberculosis FBA, fluorescence read-out | inhibition, % at 1 µM | 360,000 compounds, 2.3% hits; in the data active means inhibition above about 27%;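 further: 0% = vehicle and 100% = reference inhibitor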
Target sequence (P9WQA3 whole entry, looked up): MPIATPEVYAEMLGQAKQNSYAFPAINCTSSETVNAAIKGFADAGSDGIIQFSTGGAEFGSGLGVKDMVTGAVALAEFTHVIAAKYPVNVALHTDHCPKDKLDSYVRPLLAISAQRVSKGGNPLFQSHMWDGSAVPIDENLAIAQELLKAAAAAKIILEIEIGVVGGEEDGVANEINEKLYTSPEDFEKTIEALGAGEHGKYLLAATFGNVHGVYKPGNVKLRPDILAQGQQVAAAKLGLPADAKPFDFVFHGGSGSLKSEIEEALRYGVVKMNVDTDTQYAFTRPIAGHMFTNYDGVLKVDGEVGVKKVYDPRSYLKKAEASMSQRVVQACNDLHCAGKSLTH
Starred values were filed as active, the others as inactive; ? = inconclusive; nt = not tested or not shown; & = joins results of further samples. Unless noted, no stated cut-off is given here; in the data, active means inhibition above about 30%; inactive means the rest.

SMILES | Rv3671c inh | MazF activator | BoNT-F LC inh | GDH-TPI counter | VHR inh abs | FadD28 FP inh | CCHFV vOTU inh | UGM FP inh | Mtb BioA inh | FBA Mtb inh
CCOC(=O)CC1=CSC2=NS(=O)(=O)CCN12 | 5 | -4 | -2 | 6 | 19 | -0.2 | -2 | 1.6 | -0.7 | 1
CC(C)CC(=O)N1CC(C)N(C(=O)CC(C)C)CC1C (configuration not stated) | -1 | nt | nt | nt | 4 | nt | -9 | -1.8 | nt | nt
Cc1ccc(C)c(C(=O)COC(=O)c2n[nH]c3ccccc23)c1 | -6 | 5 | -1 | 2 | nt | -1.6 | -1 | -1.9 | nt | -4
c1ccc2c(Nc3ccc(N4CCOCC4)cc3)nc(N3CCOCC3)nc2c1 | 1 | -13 | 3 | 11 | 28 | -2.6 | -5 | 1.2 | -1.0 | -1
CCc1ccc(NC(=O)CSc2nc3nc(C)cc(C)n3n2)cc1 | 0 | -10 | -1 | 8 | -10 | -1.7 | -4 | -4.1 | 4.3 | 3
Cc1ccc2nc(SCC(=O)N3CCCC3)[nH]c2c1 | -3 | 2 | 4 | 9 | 10 | 0.9 | -8 | -2.9 | 2.0 | 1
COC(=O)NCC(c1ccco1)N1CCN(c2ccc(F)cc2)CC1 (configuration not stated) | -7 | 6 | 3 | 5 | 0 | 0.7 | -12 | -0.1 | nt | 1
COc1cccc(OCCCCCN2CCOCC2)c1 | -4 | 0 | -1 | 9 | -10 | -1.4 | -4 | 1.3 | 0.5 | 0
Cc1ccc(C(=O)NNC(=O)c2ccc3c(c2)OCCO3)cc1 | -9 | 0 | -2 | 3 | nt | -1.5 | -12 | 0.7 | 0.0 | 7
COc1ccccc1CNC(=O)/C=C/c1cc2c(cc1Br)OCO2 | -5 | -5 | 9 | 11 | -12 | -4.5 | -7 | 1.4 | -0.1 | 8
Cc1ccc(N2CCN(/N=C/c3ccccc3)CC2)cc1 | -4 | 5 | -5 | -3 | 2 | -1.6 | -4 | 0.0 | 0.8 | -2
O=C(C1=C(O)C(=O)N(CC2CCCO2)C1c1ccccc1)c1ccco1 (configuration not stated) | -3 | 5 | 12 | 24 | -3 | -0.9 | -8 | 1.6 | -1.4 | 3
CC(C)(C)c1ccc(C(=O)NC(=S)NCc2cccnc2)cc1 | -5 | 0 | -5 | 3 | 6 | -1.8 | 10 | 1.7 | -3.2 | 6
O=C(NCCO)c1ccc2c(c1)S(=O)(=O)c1ccccc1C2=O | -6 | -1 | 0 | -1 | -6 | 0.6 | -4 | -2.1 | 1.2 | -1
CCn1nnc2cc(C(=O)NCC(c3ccccc3OC)N(C)C)ccc21 (configuration not stated) | -11 | 0 | -18 | -10 | 24 | -2.8 | -8 | 4.3 | 0.1 | 0
COc1ccc(OC)c(S(=O)(=O)N2CCCC(N3CCN(c4ccccc4)CC3)C2)c1 (configuration not stated) | 6 | 2 | 6 | 11 | 5 | 0.1 | 5 | 1.9 | nt | -4
O=C(COC(=O)c1cc(=O)[nH]c2ccccc12)Nc1nc(-c2ccc(F)cc2)cs1 | nt | -15 | -2 | 6 | nt | -0.7 | -1 | nt | -1.5 | 5
Cc1ccc(C)c(S(=O)(=O)Nc2ccc(C(=O)NCCc3ccccn3)cc2)c1 | 4 | 4 | 1 | -4 | 6 | -0.2 | -14 | 0.3 | nt | 0
COc1ccc(OC)c(-c2cc(C(=O)Nc3ccccc3C(N)=O)c3ccccc3n2)c1 | -19 | 10 | -20 | 21 | nt | -1.7 | -12 | 0.1 | 0.9 | 1
CC(=O)O/N=C/c1c(Cl)n(C)c2ccccc12 | -4 | 9 | -9 | 2 | 22 | 1.4 | 3 | 0.5 | nt | 0
Cc1cc(Br)ccc1OCc1nnc(-c2ccccc2)o1 | nt | -2 | ? | -9 | nt | -3.2 | -3 | nt | 1.3 | -4
COc1ccc(NC(=S)N2CCC(NC(=O)C3CCCCC3)CC2)cc1 | 1 | -2 | -6 | 3 | 26 | -1.0 | -2 | 1.0 | -0.4 | 2
COc1cccc(C(=O)/C=C/Nc2cccc(O)c2)c1 | 8 | -10 | -6 | 23 | 13 | 0.8 | nt | -1.2 | -1.8 | 2
COc1cccc(CCNC(=O)CC2C(=O)NCCN2Cc2ccc(Cl)c(F)c2)c1 (configuration not stated) | 0 | 1 | -9 | -7 | 5 | -3.6 | -4 | 0.4 | 2.6 | 2
Cn1c2ccccc2c2cc(C(=O)N3CCOCC3)sc21 | -5 | 5 | 8 | 11 | 36 | -2.9 | 7 | 0.9 | 0.0 | 1

2 entries from above in a different format.
O=C(C1=C(O)C(=O)N(CC2CCCO2)C1c1ccccc1)c1ccco1 (configuration not stated)
  Rv3671c inh: -3
  MazF activator: 5
  BoNT-F LC inh: 12
  GDH-TPI counter: 24
  VHR inh abs: -3
  FadD28 FP inh: -0.9
  CCHFV vOTU inh: -8
  UGM FP inh: 1.6
  Mtb BioA inh: -1.4
  FBA Mtb inh: 3
CC(C)(C)c1ccc(C(=O)NC(=S)NCc2cccnc2)cc1
  Rv3671c inh: -5
  MazF activator: 0
  BoNT-F LC inh: -5
  GDH-TPI counter: 3
  VHR inh abs: 6
  FadD28 FP inh: -1.8
  CCHFV vOTU inh: 10
  UGM FP inh: 1.7
  Mtb BioA inh: -3.2
  FBA Mtb inh: 6

Single values from the results shown:
Cc1ccc(N2CCN(/N=C/c3ccccc3)CC2)cc1 | Mtb BioA inh = 0.8
Cc1ccc(C(=O)NNC(=O)c2ccc3c(c2)OCCO3)cc1 | BoNT-F LC inh = -2
COc1cccc(CCNC(=O)CC2C(=O)NCCN2Cc2ccc(Cl)c(F)c2)c1 (configuration not stated) | VHR inh abs = 5
COc1ccc(OC)c(S(=O)(=O)N2CCCC(N3CCN(c4ccccc4)CC3)C2)c1 (configuration not stated) | UGM FP inh = 1.9

The listing continues.
SMILES | Rv3671c inh | MazF activator | BoNT-F LC inh | GDH-TPI counter | VHR inh abs | FadD28 FP inh | CCHFV vOTU inh | UGM FP inh | Mtb BioA inh | FBA Mtb inh
O=C(CSc1nncn1-c1ccccc1)Nc1c(F)cccc1F | -7 | -3 | -5 | -4 | 7 | 1.2 | 6 | -0.4 | nt | 2
CCCCc1nnc(NC(=O)CSc2nc(=O)cc(N)n2-c2ccccc2)s1 | -8 | -4 | 9 | 6 | 6 | -1.4 | -7 | 1.1 | 1.0 | 2
Cc1cc(NC(=O)CCN2C(=O)C3C4C=CC(C4)C3C2=O)ccc1Br (configuration not stated) | -4 | 0 | -1 | 9 | 2 | -1.0 | 5 | -3.7 | nt | 3
CSCC[C@H](NC(=O)OC(C)(C)C)C(=O)N1CCC(C(=O)N[C@H](C(=O)O)C(C)C)CC1 | 4 | 4 | -5 | -5 | 15 | -3.3 | 1 | -0.5 | -0.9 | -2
OCCSc1nnc(Nc2ccccc2)s1 | -1 | 5 | -8 | 2 | 4 | 0.3 | 17 | -2.6 | nt | 0
Cc1cc(=O)[nH]c(SCc2cc(=O)n3nc(C)sc3n2)n1 | -3 | 5 | -4 | -13 | 29 | -0.1 | -3 | 0.7 | 2.3 | 1
COc1ccccc1N1C(N)=NC(N)=NC1(C)C | -3 | -14&4 | 1&-10 | 13&0 | 18 | -1.1&-1.7 | 10&-7 | -0.9 | -0.2&-2.9 | 7&4
CCC(C(=O)Nc1nccs1)c1ccccc1 (configuration not stated) | 0 | 2 | 17 | 3 | 10 | -1.5 | 5 | 3.2 | -1.8 | 3
Cc1nc(-c2ccccc2)sc1C(=O)/C=C/c1ccccc1 | -25 | -5 | 2 | 32* | 14 | 0.1 | 6 | 1.2 | -0.4 | 0
O=C(CNC(=O)c1ccc(Br)o1)NCCc1ccc(F)cc1 | 3 | 0 | -12 | -1 | 28 | -3.1 | 8 | -3.9 | -3.2 | -1
Nc1ccc(-n2nncc2-c2ccc(Cl)cc2)cc1 | -7 | 0 | -7 | 1 | 15 | -3.8 | 18 | 2.0 | 1.4 | 0
CCCCN1C(=O)C(CC(=O)NCCCCc2ccccc2)CC(C(=O)N(C(C)C)C(C)C)=C1C (configuration not stated) | nt | 7 | 3 | -4 | nt | -3.2 | 9 | nt | 1.0 | 0
Cn1cccc1CC(=O)NNC(=O)Nc1ccc(F)cc1 | -5 | -1 | 8 | 2 | 30 | -5.5 | 5 | 1.8 | nt | -5
Cc1cccc(C(=O)N2CCN(C(=O)c3cccc(C)c3)C(C)C2)c1 (configuration not stated) | 6 | -6 | -16 | 1 | 2 | -8.1 | 0 | 0.2 | -0.2 | -1
COc1ccccc1C(=O)N(Cc1ccco1)C1CCS(=O)(=O)C1 (configuration not stated) | 2 | 6 | -2 | -5 | -6 | -5.0 | 10 | 0.5 | -2.2 | -1
CCC(C)(C)n1nnnc1C(c1ccccc1)N1CCN(Cc2ccccc2)CC1 (configuration not stated) | -10 | 11 | 3 | -6 | 10 | -1.5 | -5 | -0.4 | nt | 3
CCC(=O)N(c1nnc(SCC(=O)Nc2ccc(N3CCOCC3)cc2)s1)C1CC1 | -4 | 0 | 6 | 8 | nt | 1.3 | 1 | 0.1 | -4.8 | 6
O=C(COc1ccc(Cl)cc1Cl)NC1CC1 | nt | 1 | -12 | 0 | nt | -2.6 | 7 | nt | nt | -1
COc1ccc(S(=O)(=O)N2CCC(C(=O)Nc3c(F)cccc3F)CC2)cc1 | -4 | 2 | 1 | 3 | 38 | -0.1 | 2 | -0.5 | -0.9 | 0
CC1(C(=O)N2Cc3ccccc3C2)CCN1C(=O)C1(c2ccccc2)CC1 (configuration not stated) | nt | nt | 2 | 4 | nt | -0.8 | -6 | nt | 2.6 | -2
N#CCC(=O)NCC1(c2ccccc2)CCCC1 | 0 | 14 | -7 | -7 | 13 | -2.1 | 13 | 1.4 | 0.5 | 5
O=[N+]([O-])c1ccc(N2CCCC2)c([N+](=O)[O-])c1 | nt | 1 | -26 | 7 | nt | -0.4 | -4 | nt | 6.0 | 29*
CC(=O)c1ccc(NC(=O)COC(=O)c2ccccc2N=Nc2ccc(N(C)C)cc2)cc1 | 11 | -20 | -8 | 7 | 22 | -0.7 | 10 | -1.6 | -2.6 | -12
O=C(CN1CCN(c2ccccc2)CC1)N1CCc2ccccc21 | 2 | 2 | 0 | 3 | 17 | -0.1 | -12 | -0.2 | -0.6 | 2
COC(=O)[C@@H]1C[C@@H](c2ccccc2)[C@H](C)C1(C)C | 5 | 8 | -8 | 3 | nt | -2.4 | 16 | 3.7 | -0.4 | -2
O=C(C1=C(c2ccccc2)C(=O)c2ccccc2C1=O)c1ccccc1 | nt | 4 | -5 | 2 | 40 | -1.4 | 29 | nt | nt | -1
Cc1ccc(S(=O)(=O)/C(C#N)=C/c2ccccc2OCc2ccccc2)cc1 | -3 | -4 | -3 | 8 | 10 | -2.4 | 11 | 1.3 | -0.7 | 4
O=C(COC(=O)c1ccccc1NC(=O)c1ccco1)NCc1ccc2c(c1)OCO2 | -14 | -12 | 2 | 1 | -4 | -3.7 | -5 | 1.7 | 1.0 | 3
O=c1oc2ccc(C#CC3(O)CCCCC3)cc2cc1-n1cc(C2(O)CCCCC2)nn1 | -1 | 9 | -2 | 16 | nt | -2.9 | -6 | -0.4 | -0.3 | 5

By substructure, those above with bromine (4)
SMILES | Rv3671c inh | MazF activator | BoNT-F LC inh | GDH-TPI counter | VHR inh abs | FadD28 FP inh | CCHFV vOTU inh | UGM FP inh | Mtb BioA inh | FBA Mtb inh
COc1ccccc1CNC(=O)/C=C/c1cc2c(cc1Br)OCO2 | -5 | -5 | 9 | 11 | -12 | -4.5 | -7 | 1.4 | -0.1 | 8
Cc1cc(Br)ccc1OCc1nnc(-c2ccccc2)o1 | nt | -2 | ? | -9 | nt | -3.2 | -3 | nt | 1.3 | -4
Cc1cc(NC(=O)CCN2C(=O)C3C4C=CC(C4)C3C2=O)ccc1Br (configuration not stated) | -4 | 0 | -1 | 9 | 2 | -1.0 | 5 | -3.7 | nt | 3
O=C(CNC(=O)c1ccc(Br)o1)NCCc1ccc(F)cc1 | 3 | 0 | -12 | -1 | 28 | -3.1 | 8 | -3.9 | -3.2 | -1
